ABCG2 block: blocks JC-1 efflux by human ABCG2 transporter; Q9UNQ0; IgMXP3 cells, flow cytometry; inhibition, % at 6.6 µM; 0.1% of 190,000 active; AID 1325;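 active means inhibition above 80%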;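 further: 0% = DMSO and 100% = nicardipine control wells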
Target sequence (Q9UNQ0 whole entry, looked up): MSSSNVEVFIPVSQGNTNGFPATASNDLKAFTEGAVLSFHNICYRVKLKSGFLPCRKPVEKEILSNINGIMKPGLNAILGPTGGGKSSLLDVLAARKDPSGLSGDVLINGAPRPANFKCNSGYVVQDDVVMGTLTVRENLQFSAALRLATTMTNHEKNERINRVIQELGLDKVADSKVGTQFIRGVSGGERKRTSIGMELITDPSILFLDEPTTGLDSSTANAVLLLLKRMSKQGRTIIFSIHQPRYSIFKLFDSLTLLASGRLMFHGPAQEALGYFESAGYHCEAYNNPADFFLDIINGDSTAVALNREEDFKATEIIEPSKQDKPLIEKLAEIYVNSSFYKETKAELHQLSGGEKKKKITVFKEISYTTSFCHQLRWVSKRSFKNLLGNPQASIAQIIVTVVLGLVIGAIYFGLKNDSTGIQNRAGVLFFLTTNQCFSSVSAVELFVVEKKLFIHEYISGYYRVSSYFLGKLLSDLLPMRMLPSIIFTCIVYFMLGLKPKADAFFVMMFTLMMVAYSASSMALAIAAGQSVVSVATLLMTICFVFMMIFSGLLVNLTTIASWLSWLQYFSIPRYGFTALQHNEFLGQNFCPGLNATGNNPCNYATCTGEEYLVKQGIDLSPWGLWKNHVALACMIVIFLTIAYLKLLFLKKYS
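test system = two drug-resistant human cell lines, ABCG2 and ABCB1 | amount = 3 million cells/mL final, two lines in 1:1 ratio | reagent = JC-1 transporter substrate | doses = one concentration, 6.6 µM final | incubation = 10 min at 25 °C | signal = flow cytometric JC-1 green MFI at 530 nm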
RGS8-Gao reg: human RGS8-Galphao interaction regulation. P09471. multiplexed bead flow cytometry, RGS8-Galphao binding; actives lie on both sides. response (percent of control binding), % at 10 µM. 0.34% of 220,000 active; in the data active means response below about 60% or above about 140%; inactive means in between;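 further: Galphao activated as the GDP aluminium fluoride complex binding bead-coupled RGS8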
Target sequence (P09471 whole entry, looked up): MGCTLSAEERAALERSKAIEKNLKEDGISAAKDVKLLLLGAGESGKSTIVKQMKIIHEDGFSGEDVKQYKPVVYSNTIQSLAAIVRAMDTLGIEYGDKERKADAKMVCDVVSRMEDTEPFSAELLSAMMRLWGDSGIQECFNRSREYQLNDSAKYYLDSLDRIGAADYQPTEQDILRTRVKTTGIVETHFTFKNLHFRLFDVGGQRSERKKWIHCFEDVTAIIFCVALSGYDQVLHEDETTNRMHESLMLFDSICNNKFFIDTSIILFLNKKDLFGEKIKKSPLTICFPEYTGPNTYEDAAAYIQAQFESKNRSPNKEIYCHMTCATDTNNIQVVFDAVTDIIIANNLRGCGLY
Pf gametocyte: kills late stage P. falciparum gametocytes. 0.065% of 150,000 active. P. falciparum stage V gametocytes, ATP luminescence, 24 h. inhibition, % at 10.9 µM;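 active means inhibition above the mean plus 3 SD of compounds within the control limits, set per campaign, cut at about 38% in these data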;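 further: 0% = DMSO wells and 100% = medium only without gametocytes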
ABCB1 block: human ABCB1 inhibition, ABCG2 as counter-screen. P08183. CCRF-Adr cells, JC-1 efflux, flow cytometry. inhibition, % at 6.6 µM. 0.067% of 190,000 active. AID 1326; in the data active means inhibition above about 40%;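 further: 0% = vehicle and 100% = reference inhibitor; higher value means more JC-1 retained so stronger ABCB1 efflux block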
Mcl1-Bid inh: disrupts binding of human Mcl-1 to Bid peptide. inhibition, % at 21.7 µM. 0.97% of 220,000 active. TR-FRET Mcl-1/Bid-Dy647 peptide binding, 1536-well;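 active means compounds that cut the binding signal by more than half at the single screening dose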;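 further: His-tagged Mcl-1 with europium anti-His antibody binding Bid BH3 peptide; 0% = Mcl-1 plus peptide wells and 100% = peptide-only wells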
RGS4-Gao reg: human RGS4-Galphao interaction regulation; Multiplexed bead flow cytometry, RGS4-Galphao binding; actives lie on both sides; P09471; binding response (% of control), % at 10 µM; 0.33% of 220,000 active; in the data active means binding response below about 49% or above about 150%; inactive means in between;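 further: fluorescent Galphao activated with aluminum fluoride binding bead-coupled RGS4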
GSH bead fluor: GSH bead compound fluorescence profile. GSH beads flow cytometry, compound fluorescence 488/530 nm; stronger effect = higher value. fluorescence (KMESF) at 10 µM. AID 1776. 0.25% of 190,000 active; in the data active means fluorescence above about 89;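 further: glutathione beads carrying GST-tagged Bcl family fusion proteins plus one bare bead set; values are compound well signal with DMSO vehicle wells as background; inactives centre near 16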
Mcl-1 Bim block: human Bim-Mcl-1 interaction inhibition. Q07820. Bead-based flow cytometry, Bim peptide-Mcl-1 binding. inhibition, % at 10 µM. 0.1% of 190,000 active; in the data active means inhibition above about 40%;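 further: 0% = no compound tracer wells and 100% = peptide blocker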
Avidin fluor: avidin bead compound fluorescence profile; AID 1775; Avidin beads, compound fluorescence 488/530 nm, flow cytometry; stronger effect = higher value; fluorescence (KMESF) at 10 µM; 0.38% of 220,000 active; in the data active means fluorescence above about 47; further: inactives centre near 10
Mcl1 Noxa PPI: disrupts binding of human Mcl-1 to Noxa peptide | TR-FRET Mcl-1/Noxa peptide binding, 2 h | Q07820 | inhibition, % at 21.7 µM | 1.5% of 220,000 active;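 active means compounds that cut the protein-peptide binding signal by more than 50% relative to plate controls in a single-dose test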;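 further: His-tagged Mcl-1 with rhodamine Noxa BH3 peptide and terbium anti-His antibody; 0% = Mcl-1 plus Noxa peptide wells and 100% = peptide-only wells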
RGS7-Gao: human RGS7-Galphao interaction regulation | binding response (% of control), % at 10 µM | P09471 | Multiplexed bead flow cytometry, RGS7-Galphao binding; actives lie on both sides | 0.35% of 220,000 active; in the data active means binding response below about 49% or above about 150%; inconclusive means no clear call, values can overlap the other calls; inactive means in between;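 further: fluorescent Galphao held in activated GDP-AlF4 state binding bead-coupled RGS7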
Starred values were filed as active, the others as inactive; ? = inconclusive; . = not tested or not shown.

Order of results – ABCG2 block | RGS8-Gao reg | Pf gametocyte | ABCB1 block | Mcl1-Bid inh | RGS4-Gao reg | GSH bead fluor | Mcl-1 Bim block | Avidin fluor | Mcl1 Noxa PPI | RGS7-Gao
> Fc1ccc(N2CCN(C(c3cccs3)c3nnnn3C3CCCC3)CC2)cc1 (stereo not given)
→ 4 | 98 | . | 1.1 | -13 | 98 | 22 | -1 | 35 | 8 | 97
> CC(C)CCNC(=O)c1onc(CSc2ccc(F)c(F)c2)c1C(=O)NCCC(C)C
→ . | 102 | -12 | . | -30 | 101 | . | . | 10 | 6 | ?
> C/C(=N\NC(=O)c1nn(C)c(C)c1Br)c1cccc(NC(=O)c2ccc(F)cc2)c1
→ -4 | 140 | 7 | 0.1 | 6 | 114 | 6 | 22 | 5 | 2 | 112
> Cc1c(N=C2Nc3cccc4cccc2c34)c(=O)n(-c2ccccc2)n1C
→ 18 | 104 | 12 | 0.3 | -7 | 105 | 22 | -7 | 40 | 23 | 100
> CCCCn1ccnc1C(=O)c1cccc(S(=O)(=O)N2CC(C)CC(C)C2)c1 (stereo not given)
→ 2 | 103 | -5 | 0.6 | 8 | 103 | 10 | 0 | 8 | 11 | 100
> CCN(CC)S(=O)(=O)c1ccc(N2CCOCC2)c(NC(=O)c2ccc(OC)c([N+](=O)[O-])c2)c1
→ . | 102 | -20 | . | -14 | 101 | . | . | 9 | 10 | ?
> CN1CCN(P(=O)(c2ccccc2)c2nc3ccccc3s2)CC1 (stereo not given)
→ 1 | 103 | . | 0.4 | -38 | 107 | 16 | 11 | 6 | -8 | 104
> Cc1cc2nc(CCN3CCOCC3)n(S(=O)(=O)c3ccc(C(C)(C)C)cc3)c2cc1C
→ -6 | 104 | . | 2.5 | 4 | 99 | 19 | -4 | 7 | -7 | 99
> CCCn1c(O)c(C=Nc2ccccc2)sc1=S
→ -1 | 102 | 29 | -0.2 | -67 | 100 | 11 | -1 | 11 | -8 | 94
> O=C(NC1=NCCS1)c1ccc(OCC2CCCO2)cc1 (stereo not given)
→ 5 | 101 | . | 0.7 | -5 | 100 | 16 | -4 | 31 | 3 | 101
> COc1ccc(-n2nc(C(=O)NCC(=O)N3CCN(c4ccccn4)CC3)c3ccccc3c2=O)cc1Cl
→ 5 | 104 | -22 | 5.7 | -10 | 100 | 12 | 0 | 7 | -31 | 102
> O=C(CCCSc1nc2ccccc2[nH]1)Nc1ccccc1
→ 6 | 98 | . | 0.7 | 3 | 105 | 11 | 24 | 8 | 15 | 106
> Cc1cc(C)c2[nH]c(=O)c(C(c3nnnn3Cc3ccc4c(c3)OCO4)N3CCC(C)CC3)cc2c1 (stereo not given)
→ 13 | 100 | 1 | 23 | -5 | 100 | 18 | -5 | 32 | -49 | 100
> Nc1ccc(Sc2nc3ccccc3[nH]2)cc1
→ -4 | 101 | -10 | -2.7 | -43 | 103 | 16 | 0 | 12 | 15 | 101
> OCCC1CN(Cc2ccc3c(c2)CCO3)CCN1Cc1ccc(F)cc1 (stereo not given)
→ 0 | 97 | 30 | 0.5 | -36 | 93 | 18 | -2 | 5 | 9 | 108
> CCSc1nnc([C@H](Cc2ccccc2)NC(=O)OC(C)(C)C)o1
→ 2 | 101 | -8 | 0.8 | -3 | 105 | 33 | -3 | 10 | -3 | 101
> Cc1ccc(C(=O)NCC(=O)N2CCN(S(=O)(=O)c3cccs3)CC2)s1
→ 2 | 99 | 6 | 1.0 | -1 | 99 | 12 | -1 | 9 | -4 | 102
> C=CCOc1ccc(CNn2nnnc2N)cc1
→ 4 | 86 | -11 | 1.1 | -3 | 96 | 28 | 0 | 8 | -12 | 94
> Cc1nc2cc(-c3cccc(F)c3)nn2c(C)c1CCC(=O)N1CCN(c2ccccn2)CC1
→ . | 106 | . | . | -26 | 123 | . | . | 11 | 27 | ?
> O=C(Cc1ccccc1)N/N=C/c1ccc(S(=O)(=O)O)o1
→ . | 102 | 6 | . | -15 | 103 | . | . | 7 | -20 | ?

Look-ups from above.
Result for C=CCOc1ccc(CNn2nnnc2N)cc1 in Pf gametocyte: -11
Result for Fc1ccc(N2CCN(C(c3cccs3)c3nnnn3C3CCCC3)CC2)cc1 (stereo not given) in Mcl1-Bid inh: -13

Continuation:
Order of results – ABCG2 block | RGS8-Gao reg | Pf gametocyte | ABCB1 block | Mcl1-Bid inh | RGS4-Gao reg | GSH bead fluor | Mcl-1 Bim block | Avidin fluor | Mcl1 Noxa PPI | RGS7-Gao
> COC(=O)c1cc2c(ccn2-c2ccc(F)cc2)n1CC(C)C
→ 7 | 103 | . | 0.5 | -70 | 97 | 10 | 9 | 10 | 2 | 97
> CCOC(=O)c1cc(CC)sc1NC(=O)CC1Sc2ccc(C(F)(F)F)cc2NC1=O (stereo not given)
→ 1 | 102 | -14 | 0.2 | -25 | 100 | 6 | -3 | 12 | 3 | 99
> CCOc1nc(Nc2ccc(OC)c(Cl)c2)nc(N2CCN(c3ccc(OC)cc3)CC2)n1
→ 18 | 102 | -13 | 4.3 | -60 | 100 | 49 | -3 | 11 | 16 | 100
> COc1ccc(C(=O)CSc2nc3ncccc3[nH]2)cc1OC
→ . | 100 | -13 | . | 9 | 94 | . | . | 7 | 31 | ?
> Cc1ccc(C(C)NC(=O)c2cc(C)oc2C)cc1 (stereo not given)
→ 3 | 97 | -1 | 0.3 | -37 | 98 | 12 | -1 | 11 | -1 | 99
> COc1ccc(Sc2nc3ccccc3n3c(C(F)(F)F)nnc23)cc1
→ 1 | 99 | -11 | 0.4 | -9 | 97 | 20 | 0 | 7 | -15 | 96
> COc1ccc(-c2c[n+]3c(n2-c2c(C)n(C)n(-c4ccccc4)c2=O)CCCCC3)cc1
→ 1 | 99 | 14 | 0.0 | -24 | 101 | 14 | -3 | 10 | 8 | ?
> O=C(CNS(=O)(=O)c1ccccc1)Nc1cccc([N+](=O)[O-])c1
→ 30 | 102 | . | 2.4 | -32 | 102 | 10 | -2 | 9 | -3 | 109
> CCC(C)(C)NC(=O)C(c1ccc(O)cc1)N(CCOC)C(=O)CCC(=O)Nc1nccs1 (stereo not given)
→ . | 101 | -10 | . | -21 | 101 | . | . | 9 | -28 | ?
> Cc1cc(C)nc(SCc2nnc(SCC(N)=O)n2Cc2ccco2)n1
→ 0 | 98 | . | 0.1 | -16 | 103 | 13 | 1 | 11 | 8 | 104
> Cc1nc(NCc2ccccn2)c2ccccc2n1
→ 4 | 85 | . | 0.4 | -31 | 72 | 19 | 0 | 3 | -24 | 86
> Cc1ccc(S(=O)(=O)n2cnc3ccccc32)cc1
→ 12 | 105 | -5 | 1.5 | 0 | 102 | 27 | 2 | 6 | -6 | 105
> O=C(COC(=O)CCC(=O)c1ccc(Cl)cc1)NCC1CCCO1 (stereo not given)
→ 0 | 75 | . | -0.1 | -31 | 88 | 63 | -7 | 5 | 14 | 89
> O=C(NC(CO)C(O)c1ccc([N+](=O)[O-])cc1)C(Cl)Cl (stereo not given)
→ -2 | 100 | . | 0.2 | 11 | 102 | 15 | -1 | 11 | -24 | 104
> CC1CN(S(=O)(=O)c2ccc(Cl)c(C(F)(F)F)c2)CC(C)O1 (stereo not given)
→ 0 | 105 | . | 0.1 | 7 | 100 | 55 | 1 | 7 | 1 | 101
> COCCCn1c2nc3ccccc3nc2c2c(=O)n(-c3ccccc3OC)c(C)nc21
→ 29 | 102 | . | 2.6 | -1 | 98 | 28 | -2 | 33 | 8 | 106
> O=C(COC(=O)c1ccc2ccccc2n1)Nc1cccc(S(=O)(=O)NC2=NCCCCC2)c1
→ 6 | 101 | . | 0.7 | -6 | 106 | 16 | -2 | 10 | 13 | 105
> CN(CC(=O)NC1CCCc2ccccc21)S(=O)(=O)c1ccc2c(c1)c(=O)n(C)c(=O)n2C (stereo not given)
→ 4 | 100 | . | -0.3 | 9 | 98 | 17 | 1 | 7 | 2 | 96
> O=c1[nH]c(/C=C\c2cccnc2)c([N+](=O)[O-])c(=O)[nH]1
→ 5 | 97 | -9 | 2.0 | -39 | 92 | 16 | 2 | 6 | 16 | 99
> C/C(=N\NC(=O)CC1N=C(Cc2ccccc2)NNC1=O)c1ccncc1 (stereo not given)
→ . | 100 | 1 | . | -9 | 98 | . | . | 6 | -18 | ?

Whole records, looked up by structure. Order of values: ABCG2 block, RGS8-Gao reg, Pf gametocyte, ABCB1 block, Mcl1-Bid inh, RGS4-Gao reg, GSH bead fluor, Mcl-1 Bim block, Avidin fluor, Mcl1 Noxa PPI, RGS7-Gao
Results for `CCN(CC)S(=O)(=O)c1ccc(N2CCOCC2)c(NC(=O)c2ccc(OC)c([N+](=O)[O-])c2)c1` → ., 102, -20, ., -14, 101, ., ., 9, 10, ?
Results for `Cc1c(N=C2Nc3cccc4cccc2c34)c(=O)n(-c2ccccc2)n1C` → 18, 104, 12, 0.3, -7, 105, 22, -7, 40, 23, 100
Results for `O=C(COC(=O)CCC(=O)c1ccc(Cl)cc1)NCC1CCCO1` (stereo not given) → 0, 75, ., -0.1, -31, 88, 63, -7, 5, 14, 89
Results for `CCOc1nc(Nc2ccc(OC)c(Cl)c2)nc(N2CCN(c3ccc(OC)cc3)CC2)n1` → 18, 102, -13, 4.3, -60, 100, 49, -3, 11, 16, 100

(listing goes on)
Order of results – ABCG2 block | RGS8-Gao reg | Pf gametocyte | ABCB1 block | Mcl1-Bid inh | RGS4-Gao reg | GSH bead fluor | Mcl-1 Bim block | Avidin fluor | Mcl1 Noxa PPI | RGS7-Gao
> Cc1ccc(C(=O)C[n+]2cc(Br)cc(Br)c2)cc1
→ . | 101 | 12 | . | -27 | 99 | . | . | 6 | 19 | ?
> NNc1nc2sc3c(c2c(=O)n1Cc1ccccc1)CCC3
→ . | 100 | -14 | . | -77 | 99 | . | . | 8 | -40 | ?
> CCC1C(=O)CC(c2ccco2)NC1c1ccco1 (stereo not given)
→ 0 | 103 | . | 0.5 | -10 | 103 | 15 | -5 | 6 | 18 | 102
> COc1ccc2nc(N3C(=O)CC(Cc4cc(C)cc(C)c4)C3=O)sc2c1 (stereo not given)
→ 10 | 99 | . | 2.0 | -13 | 95 | 19 | -3 | 7 | -18 | 94
> COc1ccc(N2CCN(C(=O)CCCOc3cc(=O)n(C)c4ccccc34)CC2)cc1
→ 4 | 106 | -7 | 1.0 | -40 | 106 | 17 | 0 | 16 | 1 | 103
> CN(C)/C=N/S(=O)(=O)c1ccc(Cl)c(Cl)c1
→ . | 101 | 2 | . | 7 | 101 | . | . | 6 | -2 | ?
> COc1ccc(Nc2ccnc3ccccc23)cc1
→ 35 | 102 | -4 | 3.6 | -16 | 104 | 10 | -2 | 10 | 6 | 107
> O=c1[nH]c(CSc2ncc(C(F)(F)F)cc2Cl)nc2cc(C(F)(F)F)ccc12
→ . | 96 | -3 | . | -16 | 97 | . | . | 7 | -14 | ?
> CC(=O)c1sc(NC(=O)CCCOc2ccccc2C)nc1C
→ 1 | 102 | -33 | 0.1 | -24 | 98 | 23 | 2 | 10 | 5 | 102

Assay outcomes deposited in PubChem BioAssay by several laboratories.
